Screening data from PubChem.
Peg3 prom inh = inhibitors of Peg3 promoter; AID 588405; inhibition, % at 20 µM; 360,000 compounds, 1.7% hits; HeLa PEG-Prom luciferase reporter, luminescence, overnight;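 active means inhibition of at least 50% at 20 µM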
HIF-2a inh = HIF-2a inhibition | 360,000 compounds, 0.72% hits | inhibition, % at 18.8 µM | 786-0 RCC cells HIF-2a reporter, luciferase luminescence, overnight;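 active means inhibition of the luminescence signal of 40% or more relative to plate controls, in a single-dose primary screen at 18.75 µM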
iPSC survival up = increases survival of single human iPS cells | hiPSC single-cell survival, ATPlite luminescence; 100% = ROCK inhibitor wells, 0% = DMSO | survival enhancement, % at 20 µM | 360,000 compounds, 0.044% hits | AID 602274; in the data active means survival enhancement above about 18%;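 further: cells exposed to compounds for 16 hours before the ATP read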
H9c2 protect = myocardial damage modulation in H9c2 cells; H9c2 cardiomyocytes, H2O2 injury protection, ATPLite, 2 h; protection from H2O2 cell death, % at 20 µM; 360,000 compounds, 0.63% hits; AID 588492;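 active means compounds giving at least 50% protection of heart cells from peroxide-induced death in the single-dose screen, raw or plate-pattern-corrected value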;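 further: 0% = DMSO wells with peroxide and 100% = DMSO wells without peroxide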
TRPM1 prom inh = reduces MITF-dependent TRPM1 promoter luciferase signal; SK-MEL-5 TRPM1 promoter luciferase, 24 h; 330,000 compounds, 0.83% hits; inhibition, % at 12.5 µM;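 active means mean inhibition across replicates of 60% or more, whatever share of single replicates reaches that level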; further: values of inactives mirror those of a sister screen read the other way
CaV13 FRET inh = Disruptors of the CACNA1D IQ motif to Ca2+-dependent inactivation inhibitor domain association, primary screening, Förster resonance energy transfer in intact living …; HEK cells, CFP/YFP FRET ICDI-IQ, plate reader, 10 min; percent FRET-ratio fall versus neutral wells; inhibition, % at 12.3 µM; 340,000 compounds, 0.098% hits; AID 743397;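 active means mean replicate inhibition of at least 30% and at least 1% of replicates passing that level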;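 further: 0% = median of the neutral control wells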
PDI inh = inhibitors of human protein disulfide isomerase; P07237; inhibition, % at 10 µM; 350,000 compounds, 0.052% hits; PDI insulin aggregation turbidity, A650, 90 min;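 active means mean inhibition across replicates of 30% or more, whatever share of single replicates reach that level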;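 further: absorbance from insulin aggregation driven by PDI reduction with DTT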
Shn3 inh set2 = reduces Shn3 3'UTR luciferase signal in osteoblasts. Clone20 osteoblast Shn3 3'UTR firefly luciferase, 24 h. inhibition, % at 12.5 µM. 360,000 compounds, 0.52% hits. AID 588674;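 active means mean inhibition of at least 75% with every replicate also reaching 75%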;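 further: 0% = median of neutral control wells and 100% = pilot-screen positive control compound; some compounds past the cut are filed as inactive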
HTR2A ag = activates the mouse 5-HT2A serotonin receptor; CHO-K1 mHTR2A beta-arrestin complementation, luminescence; percent of 30 µM serotonin response; P35363; 360,000 compounds, 0.66% hits; activation, % at 7.6 µM;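 active means activation above a run cutoff, the mean activation of all tested compounds plus 3 SD, cut at about 14% in these data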;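 further: 0% = plate median of compound wells and 100% = 30 µM serotonin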
Target sequence (P35363 whole entry, looked up): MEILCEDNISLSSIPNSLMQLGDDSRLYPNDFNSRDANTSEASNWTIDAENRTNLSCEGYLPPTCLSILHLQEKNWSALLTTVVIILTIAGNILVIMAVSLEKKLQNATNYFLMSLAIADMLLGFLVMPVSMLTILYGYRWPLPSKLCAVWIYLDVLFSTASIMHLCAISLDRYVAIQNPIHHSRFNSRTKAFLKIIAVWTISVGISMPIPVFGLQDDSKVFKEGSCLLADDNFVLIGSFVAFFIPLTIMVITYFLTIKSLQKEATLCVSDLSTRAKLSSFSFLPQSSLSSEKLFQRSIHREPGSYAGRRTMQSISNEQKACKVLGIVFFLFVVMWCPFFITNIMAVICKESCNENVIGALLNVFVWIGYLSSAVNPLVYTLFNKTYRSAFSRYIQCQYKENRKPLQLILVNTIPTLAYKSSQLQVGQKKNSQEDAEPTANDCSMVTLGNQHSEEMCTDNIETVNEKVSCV
NR2E3 ag-1 = agonists of human NR2E3 nuclear receptor; Q9Y5X4; inhibition of corepressor binding, % at 3.98 µM; 360,000 compounds, 0.35% hits; CHO-S Gal4-NCOR/VP16-NR2E3 two-hybrid, luciferase; AID 602229;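 active means inhibition above the mean of all tested compounds plus 3 SD, cut at about 70% in these data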;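 further: 0% = DMSO with NR2E3 transfected cells and 100% = cells lacking NR2E3 construct; higher means lower luciferase signal from less NR2E3 corepressor binding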
Target sequence (Q9Y5X4 whole entry, looked up, the tested form may be a part): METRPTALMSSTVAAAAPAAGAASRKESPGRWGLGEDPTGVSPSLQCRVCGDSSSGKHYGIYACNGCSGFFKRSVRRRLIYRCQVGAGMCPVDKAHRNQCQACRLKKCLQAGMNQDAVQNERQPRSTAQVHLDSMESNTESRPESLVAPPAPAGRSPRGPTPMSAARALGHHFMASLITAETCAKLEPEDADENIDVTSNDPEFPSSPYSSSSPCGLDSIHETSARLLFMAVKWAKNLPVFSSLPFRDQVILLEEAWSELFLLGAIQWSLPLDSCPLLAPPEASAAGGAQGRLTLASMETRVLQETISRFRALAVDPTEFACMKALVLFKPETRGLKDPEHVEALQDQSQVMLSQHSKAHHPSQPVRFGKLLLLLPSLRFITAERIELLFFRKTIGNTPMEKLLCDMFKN
NR2E3 ag-2 = agonists of human nuclear receptor NR2E3 | AID 2300 | GST-NR2E3/biotin-RetCOR TR-FRET, 1536-well | inhibition of corepressor binding, % at 4.78 µM | 320,000 compounds, 0.12% hits;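 active means percent inhibition above the cutoff of mean plus 3 SD of all tested compounds, set per screening campaign, cut at about 20% in these data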;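 further: 0% = DMSO wells and 100% = biotin wells as full block of FRET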
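Test system – NR2E3–RetCOR corepressor complex · Quantity – NR2E3 fusion 1.35 nM · Buffer or medium – Tris pH 7.5 · Incubation – Compound–protein incubation for 5 h at 4 °C · Technique – TR-FRET, Eu(K)-anti-GST donor, streptavidin-D2 acceptor, ex 340, em 617/671 nm · Evaluation – percent inhibition of 671/617 nm emission ratio versus biotin and DMSO controls · Plate – 1536-well format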
Numbers without * were called inactive; / = no result given. This is a random part of the collection; overall some 3.9% were active at least once.

SMILES | Peg3 prom inh | HIF-2a inh | iPSC survival up | H9c2 protect | TRPM1 prom inh | CaV13 FRET inh | PDI inh | Shn3 inh set2 | HTR2A ag | NR2E3 ag-1 | NR2E3 ag-2
CC(=O)N1C(=O)N(C(C)=O)C2C1N(C(C)=O)C(=O)N2C(C)=O (centres undefined) | 9 | 8 | -0.1 | 4 | 10 | -6 | 7 | 9 | 0 | -16 | 0
COc1ccc(CC(=O)Nc2c(C(=O)N3CCN(c4ccccc4)CC3)oc3ccccc23)cc1OC | 26 | -25 | 0.2 | 2 | 5 | -6 | -2 | -4 | 2 | -4 | -3
CCc1ccc2nc(SCC(=O)NCC3CCCO3)c(C#N)cc2c1 (centres undefined) | -103 | -75 | 1.8 | 5 | -28 | -3 | 5 | -32 | 0 | -41 | 2
COc1ccccc1N(C)S(=O)(=O)c1ccc(C(=O)N(C)Cc2ccc(Cl)s2)cc1 | 34 | 19 | -0.3 | 18 | 14 | -7 | 7 | 9 | -5 | -18 | -2
CC(=O)N(Cc1cccnc1)Cc1cc2ccccc2[nH]c1=O | -2 | 4 | 4.8 | 0 | 3 | -5 | -6 | 13 | 2 | -13 | 0
Cc1occc1C(=O)Nc1cccc([N+](=O)[O-])c1C | 8 | 6 | -0.5 | -3 | -6 | -2 | -2 | -9 | -1 | 11 | 0
CC(C)c1ccc(C2OCC(C)([N+](=O)[O-])CO2)cc1 (centres undefined) | -71 | -97 | 1.5 | -4 | -19 | -15 | 3 | -20 | 0 | 11 | /
COc1cccc(NC(=S)NCc2ccc3c(c2)cc(C)n3C)c1 | -3 | -61 | -2.2 | -1 | -3 | -5 | -6 | -69 | -2 | -38 | /
COC(=O)c1sccc1NC(=O)c1cccc(OC)c1 | 12 | -14 | 0.7 | 14 | -4 | -2 | -1 | 3 | 0 | -33 | 1
CCOC(=O)C(Cc1ccccc1)C(=O)c1ccco1 (centres undefined) | -1 | 11 | -1.1 | -1 | -8 | -9 | 1 | -8 | -2 | -2 | 8
Cc1ccc(-c2nnc(-c3ccccc3S(=O)(=O)Cc3ccc(Cl)cc3)o2)cc1 | 17 | -4 | -2.1 | -17 | 6 | -3 | -4 | 0 | 7 | -17 | 0
O=C(CSc1nnc(-c2ccc(Br)cc2)o1)Nc1cccc2ccccc12 | -96 | -74 | 5.3 | -3 | -4 | -8 | -9 | -17 | 5 | -20 | 4
COc1cccc(/C=N/NC(=O)c2cc(C34CC5CC(CC(C5)C3)C4)[nH]n2)c1 | 4 | -18 | -2.8 | -17 | -7 | / | -4 | 5 | -4 | 3 | -3
COc1ccc(C(F)(F)F)cc1N/C=C\c1nnnn1-c1ccc(C)cc1 | -4 | 4 | -1.8 | -2 | 11 | -4 | 3 | 7 | -1 | -28 | -4
Cc1ccccc1SCC(=O)Nc1cc(S(=O)(=O)N2CCOCC2)ccc1N1CCOCC1 | 3 | 11 | -0.2 | 9 | 5 | -3 | 10 | 14 | -6 | 16 | -1
CCn1c(-c2ccc3ncccc3c2)n[nH]c1=S | -9 | 20 | -0.4 | -1 | 0 | -4 | -2 | -1 | 2 | -10 | -2
O=C(c1noc2c1CCc1ccccc1-2)N1CCOCC1 | -189 | -223 | -2.4 | 2 | -43 | -4 | -3 | -36 | -2 | -69 | -2
CN(C)S(=O)(=O)N1CCN(c2ccccc2Cl)CC1 | -3 | -13 | -0.8 | 0 | -10 | -8 | 3 | 11 | 0 | -9 | 6
COc1cccc(-c2cc(=O)[nH][nH]2)c1 | -41 | -34 | -0.7 | 1 | -14 | -5 | 6 | 2 | 0 | -12 | 1
O=C(COc1ccc(Br)cc1CO)N1CCCc2ccccc21 | 7 | 6 | 3.0 | -6 | -3 | -3 | -2 | 8 | -1 | -2 | 0
CC(=O)Nc1cccc(-c2ccnc3c2CC(C)(C(=O)Nc2ccc(C(C)C)cc2)O3)c1 (centres undefined) | 52* | 24 | -0.3 | 9 | / | -9 | 6 | 5 | -5 | -10 | /
CN(CC(=O)Nc1ccc(S(=O)(=O)N2CCCC2)cc1)CC(=O)Nc1cccc(F)c1 | 24 | 24 | 0.3 | -5 | 4 | -2 | 14 | -10 | -4 | 21 | 2
CCC/C(=N\NC(=O)c1ccc(OC)c(OC)c1)c1ccccc1 | 19 | -1 | -1.0 | 3 | 1 | -15 | -10 | 8 | -2 | -26 | 2
O=C(Nc1ccc(Cl)cc1C(=O)NCC1CCCO1)c1ccc(Cl)cc1Cl (centres undefined) | 17 | 15 | 0.5 | -2 | 3 | -19 | 5 | -7 | 7 | 3 | -3
CCOC(=O)C1CCN(C(=O)c2cccnc2Cl)CC1 | -12 | 10 | 2.2 | -2 | -16 | -8 | 0 | 5 | -2 | -25 | -3

The listing continues:
SMILES | Peg3 prom inh | HIF-2a inh | iPSC survival up | H9c2 protect | TRPM1 prom inh | CaV13 FRET inh | PDI inh | Shn3 inh set2 | HTR2A ag | NR2E3 ag-1 | NR2E3 ag-2
Cc1cc(O)c(/C=N/Nc2cccc(Cl)c2)c(=O)o1 | 15 | 5 | -1.6 | 16 | -12 | 0 | 0 | -5 | -2 | -4 | -1
O=C(Nc1ccccc1)/C(=C\c1ccco1)NC(=O)c1ccco1 | 12 | -1 | -0.6 | 3 | 8 | -2 | 4 | -16 | 5 | -35 | 0
CC1(C(=O)NS(=O)(=O)c2ccc3ccccc3c2)CCN1C(=O)C1(c2ccc(Cl)cc2)CCC1 (centres undefined) | -10 | 7 | 1.2 | -2 | / | -7 | 8 | -12 | 8 | 1 | /
COc1ccccc1N1CCN(C(=O)CN(C2CCCCC2)S(C)(=O)=O)CC1 | 16 | 14 | 3.1 | -2 | 3 | -4 | 0 | 10 | -2 | 8 | 1
Cc1c(O)ccc(C(=O)CN2C(=O)c3ccccc3C2=O)c1O | 6 | -7 | 1.8 | 7 | -5 | / | 0 | -2 | -1 | -4 | 1
CCCC(=O)Nc1nc2ccc(S(N)(=O)=O)cc2s1 | -29 | -40 | -0.5 | 0 | -17 | -6 | 12 | -17 | -6 | -38 | 2
CCOC(=O)CSc1nnc(NCC(=O)OC)c(=O)[nH]1 | 8 | 4 | 0.4 | 22 | -2 | -4 | -7 | -1 | 3 | -1 | -1
CCc1cc(=O)[nH]c(SCCC(F)=C(F)F)n1 | -2 | 23 | 3.8 | -4 | -3 | -4 | 0 | 9 | 3 | -8 | 2
COc1ccccc1CNC(=O)COC(=O)c1cc(-c2ccco2)nc2ccccc12 | 21 | -6 | -2.1 | 27 | 9 | -8 | 1 | 1 | -1 | -1 | 6
CC1=C(C(=O)Nc2ccccc2)C(c2ccc(C)o2)n2c(s/c(=C/c3ccccc3)c2=O)=N1 (centres undefined) | 27 | 18 | 6.3 | 10 | -8 | / | 7 | -1 | -3 | -19 | 1
COc1ccc(CC(=O)N/N=C/c2c(C)n(C)c3ccccc23)cc1OC | 26 | 9 | 0.2 | -6 | / | -5 | 3 | 19 | -5 | 9 | 1
CN(NC(=O)C(=O)NCc1ccco1)C(=O)Nc1ccc(Cl)cc1 | -216 | -190 | -0.7 | -11 | / | -10 | / | -14 | 0 | -60 | /
CCOC(=O)Cc1csc(NC(=O)c2ccc(C)c(S(=O)(=O)N3CCOCC3)c2)n1 | 9 | 3 | 1.2 | 6 | 12 | -3 | 10 | -11 | -8 | 7 | -3
COCc1nnc(NC(=O)CCN2C(=O)c3ccccc3C2=O)s1 | 5 | 14 | -1.8 | 6 | 2 | -4 | -4 | 17 | 2 | -3 | 1
CCSc1ccc([C@@H]2[C@@H]3C(=O)N(CC)C(=O)[C@@H]3[C@]3(C(=O)OC)CCCCN23)cc1OC | -2 | 3 | 1.0 | 0 | -4 | -6 | 9 | 14 | -10 | 38 | 2
O=C(Nc1cccc(NC(=O)c2cccc(F)c2)c1)c1ccccc1 | -20 | -24 | -0.3 | -6 | -4 | -17 | -4 | 54 | 3 | 12 | -4
CSc1cccc(NS(=O)(=O)c2cc(Br)cnc2N)c1 | 11 | -1 | -0.4 | 0 | 4 | -15 | -2 | -8 | 4 | -6 | 0
COc1ccc([C@@H](C)NC(=O)CCc2nnc(-c3cc(C)on3)o2)cc1 | 2 | 17 | -0.3 | 3 | -2 | 9 | 1 | -14 | -1 | -5 | 1
COc1ccccc1NC(=S)N(c1ccccc1)C(C)C | 3 | 15 | -2.1 | -1 | 8 | -2 | 5 | 0 | 2 | -7 | 0
NC(=S)c1csc(CCNC(=O)c2ccccc2)n1 | -18 | -9 | -0.8 | -1 | / | -18 | -9 | 1 | -1 | 12 | /
O=C(N/N=C/c1ccccc1O)c1cc[n+]([O-])cc1 | 12 | 8 | -0.2 | 54* | 8 | -3 | 2 | -5 | 1 | -10 | 1
CN1CCN(Cc2nc3c(c(=O)[nH]c(=O)n3C)n2Cc2c(F)cccc2Cl)CC1 | 22 | -2 | -0.4 | 12 | 1 | -7 | 1 | 19 | -2 | 21 | 1
COc1ccc(CCC(=O)N2CCCC(Nc3ccccc3)C2)cc1OC (centres undefined) | 10 | 14 | 0.0 | -4 | -1 | -9 | -13 | 6 | 3 | -2 | 2
O=C(C1=C[C@@H](c2ccccc2)C[C@@H](OCc2ccc(CO)cc2)O1)N1CCCCCCC1 | -4 | 1 | 1.5 | 0 | -4 | -10 | -2 | 11 | -7 | -26 | 4
Cc1ccc(-n2cc(CN3CCCN(C=O)CC3)c(-c3ccc(F)cc3)n2)cc1 | -31 | -31 | 0.5 | 2 | -20 | -2 | -1 | 7 | -5 | -21 | 1

Continued.
SMILES | Peg3 prom inh | HIF-2a inh | iPSC survival up | H9c2 protect | TRPM1 prom inh | CaV13 FRET inh | PDI inh | Shn3 inh set2 | HTR2A ag | NR2E3 ag-1 | NR2E3 ag-2
Cc1ccc(NC(=O)CSc2nnc3n2CCCCC3)cc1 | 0 | -10 | -1.2 | 3 | -6 | -6 | 10 | 6 | 1 | 4 | -1
CC(=O)Nc1ccc(S(=O)(=O)Nc2nc3ccccc3nc2-n2ccc(=NC(=O)c3ccc(F)cc3)cc2)cc1 | 5 | 10 | -0.6 | 8 | -4 | -26 | 0 | -13 | -4 | -2 | 0
S=C(Nc1ccccc1Cl)N1CCOCC1 | -4 | 15 | -2.2 | 1 | -6 | -17 | 4 | 4 | -2 | 9 | 1
Cc1ccsc1/C=N/NC(=O)C1CC(=O)N(c2ccc(F)cc2)C1 (centres undefined) | 14 | 4 | 2.0 | -1 | -6 | -1 | -5 | -9 | 2 | 1 | -2
Cc1cccc(C(=O)OCC(=O)NCC(C)C)c1O | -10 | -1 | 1.3 | 6 | -12 | -6 | -6 | -12 | 8 | -4 | 3
CCN1CCN(C(CC(C)C)c2nnnn2CS(=O)(=O)c2ccc(C)cc2)CC1 (centres undefined) | 18 | 9 | 0.5 | 11 | -3 | -4 | 15 | 13 | -8 | -6 | -1
